TexasRed autofl: Texas Red region autofluorescence; Compound fluorescence, Texas Red channel, 547/618 nm; stronger effect = higher value; max dye-equivalent concentration, M; 0.06% of 59,000 active; AID 587; in the data active means max dye-equivalent concentration above about 10 nM; inconclusive means between about 1.1 nM and that limit
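Compound fluorescence was read after 15 min at room temperature in 100 mM Tris, pH 8.0, using 547 nm excitation and 618 nm emission across a concentration series. It was expressed as Texas Red dye-equivalent concentration from an on-plate standard curve.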
HADH2 inh: inhibitors of human HADH2 dehydrogenase | 3.4% of 73,000 active | AID 886 | Potency, µM (titrated, usually from 57.1 µM), without a hit: top-dose activity change, negative = inhibition, hits mostly inhibitors | recombinant HADH2, NADH fluorescence, beta-hydroxybutyryl-CoA; further: potency means the concentration at half of the fitted maximal effect; on the % scale 0 is the no-effect control and ±100 the full control effect; nearly all actives have a fitted effect of over 60% in size; many of its hits are not listed in these tables
Target sequence (Q99714 whole entry, looked up, one chain of several): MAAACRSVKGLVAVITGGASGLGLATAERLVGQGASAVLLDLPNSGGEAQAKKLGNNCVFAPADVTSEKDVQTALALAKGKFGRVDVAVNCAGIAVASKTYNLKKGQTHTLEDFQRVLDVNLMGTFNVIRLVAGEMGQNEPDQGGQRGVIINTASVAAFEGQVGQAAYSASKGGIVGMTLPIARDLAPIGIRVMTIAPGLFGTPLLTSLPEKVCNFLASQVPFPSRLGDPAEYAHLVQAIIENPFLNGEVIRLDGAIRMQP
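Activity measured as NADH fluorescence gain (360/450 nm), taken as the change between first and last reads of a 4-min kinetic run. Conditions: pH 9.0 Tris buffer, 20 nM E. coli-expressed His-tagged enzyme, 1 mM NAD+, 90 uM beta-hydroxybutyryl-CoA; 15-min compound preincubation.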
Rhodamine fluor: rhodamine region autofluorescence; max dye-equivalent concentration, M; Rhodamine-region fluorescence, 547/598 nm, Tris buffer; stronger effect = higher value; 0.05% of 59,000 active; in the data active means max dye-equivalent concentration above about 11 nM; inconclusive means between about 1.1 nM and that limit
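Read-out is relative fluorescence at 547 nm excitation and 598 nm emission, expressed as dye-equivalent concentration using rhodamine standards on every plate. Each compound was profiled across a concentration series after 15 min in 100 mM Tris, pH 8.0.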
HBB splice mod: hemoglobin beta splicing modulation. HBB splicing reporter cell assay, activation; EGFP reporter with mutant IVS2-654 intron; response scale: normalised to 500 nM splice-correcting PNA. 0.06% of 65,000 active. Potency, µM (top dose mostly 46.1 µM), for inactives: top-dose activation, usual class: activators. AID 925; further: potency means the concentration at half of the fitted maximal effect; 0% is about no effect
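HeLa cells stably expressing EGFP interrupted by mutant beta-globin intron 2 (IVS2-654), 500/well in 2% FCS. Treated with compound for 2 days at 37C. Splicing correction scored as total well GFP intensity (488 nm excitation, 500-520 nm emission); 500 nM antisense PNA served as control.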
UbGFP stabilizer: ubiquitin-GFP accumulation via proteasome inhibition | Ubiquitin-GFP reporter cells, proteasome inhibition, GFP fluorescence; response scale: untreated = 0%, 10 µM MG-132 = 100% | Potency, µM (titrated, usually from 45.9 µM), for the others: top-dose activation (GFP accumulation), usual class: activators | 67,000 tested, under 10 active; active means well fitted activation curve with a large enough effect, not every such curve was filed as active; inconclusive means small, poorly fitted or top-dose-only effect, or another doubt; inactive means no such curve, though single readings can be large or run the other way; further: potency means the concentration at half of the fitted maximal effect
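Proteasome blockade was scored as a rise in GFP-expressing U2OS cells carrying a ubiquitin(G76V)-GFP construct, imaged after 4 hr compound treatment at 37 °C across a 46 uM–2.9 nM series.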
Fluorescein fluor: compound fluoresces in the fluorescein spectral region; Compound autofluorescence, 480/540 nm, fluorescein-equivalent; stronger effect = higher value; max fluorescein-equivalent concentration, M; 0.91% of 59,000 active; AID 593; in the data active means max fluorescein-equivalent concentration above about 10 nM; inconclusive means between about 1.1 nM and that limit
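First, buffer (100 mM Tris, pH 8.0) dispensed; second, compounds and fluorescein standards pinned in; third, 15 min room-temperature incubation; finally, imaging at ex 480 nm/em 540 nm. Fluorescence normalized against the six-point fluorescein curve.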
Pol III holo inh: blocks replication by bacterial DNA polymerase III holoenzyme | Potency, µM (doses to about 57.1 µM), inactives show at the highest dose activity change, negative = inhibition | reconstituted DNA polymerase III holoenzyme replication, biochemical | 0.25% of 71,000 active; further: potency means the concentration at half of the fitted maximal effect; on the % scale 0 is the no-effect control and ±100 the full control effect
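Reconstituted *E. coli* holoenzyme (0.35 nM Pol III, 1 nM beta, 154 nM SSB, 2 nM primase) was preincubated with compound for 15 min at RT. Synthesis on 1.4 nM ssM13Gori ran 35 min, then was stopped with PicoGreen/EDTA and read as dsDNA fluorescence.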
Epigenetic mod: epigenetic GFP locus derepression in mouse cells. mouse C127i GFP locus derepression, cytometry, 30 h. Potency, µM (series often up to 46.1 µM), inactives show at the highest dose GFP derepression (activation). 0.09% of 68,000 active. AID 597; further: % of control where 0% means no effect
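Read-out is the number of GFP-positive cells, scored as fluorescent objects 20 to 120 um wide, reflecting derepression of a silenced CMV-GFP reporter in murine C127i cells after 30 h compound exposure at 37 C.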
Hsp90 Hop PPI: changes Hsp90-Hop TPR2A binding signal, up or down. AlphaScreen TPR2A-His6 binding biotin-Hsp90 C-terminal peptide. Potency, µM (doses to about 57 µM), for inactives: top-dose activity change, negative = inhibition. 0.44% of 71,000 active. AID 595; active means well fitted curve in either direction with a large enough effect; inconclusive means small, poorly fitted or top-dose-only effect, or another doubt; further: potency means the concentration at half of the fitted maximal effect; on the % scale 0 is the no-effect control and ±100 the full control effect; many of its hits are not listed in these tables
ALOX15 inhib: 15-hLO (ALOX15) enzyme inhibition; purified 15hLO-1, xylenol orange hydroperoxide absorbance; 1.4% of 74,000 active; AID 887; Potency, µM (highest dose often 57.1 µM), for the others: top-dose activity change, negative = inhibition, most hits filed as inhibitors; further: potency means the concentration at half of the fitted maximal effect; on the % scale 0 is the no-effect control and ±100 the full control effect; nearly all actives have a fitted effect of over 55% in size
Target sequence (P16050 whole entry, looked up): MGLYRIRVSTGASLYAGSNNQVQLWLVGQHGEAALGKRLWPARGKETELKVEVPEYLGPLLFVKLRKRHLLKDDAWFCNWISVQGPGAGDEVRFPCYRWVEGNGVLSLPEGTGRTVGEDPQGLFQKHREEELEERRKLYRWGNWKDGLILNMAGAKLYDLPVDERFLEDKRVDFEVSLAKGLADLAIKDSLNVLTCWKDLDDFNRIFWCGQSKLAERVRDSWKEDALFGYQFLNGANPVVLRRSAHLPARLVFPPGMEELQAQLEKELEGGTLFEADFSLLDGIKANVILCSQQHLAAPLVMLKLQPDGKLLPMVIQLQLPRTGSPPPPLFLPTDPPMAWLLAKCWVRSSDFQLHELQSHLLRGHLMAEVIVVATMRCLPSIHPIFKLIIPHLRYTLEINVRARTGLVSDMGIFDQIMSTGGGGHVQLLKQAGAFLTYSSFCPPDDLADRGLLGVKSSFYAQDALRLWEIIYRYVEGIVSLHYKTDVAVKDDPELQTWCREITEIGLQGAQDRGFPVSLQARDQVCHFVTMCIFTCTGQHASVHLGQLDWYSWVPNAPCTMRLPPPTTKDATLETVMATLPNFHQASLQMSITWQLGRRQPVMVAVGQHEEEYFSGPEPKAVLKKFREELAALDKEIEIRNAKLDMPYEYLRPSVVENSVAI
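40 nM 15hLO-1 + cpd, 15 min RT; start w/ 50 uM AA (final), 6 min RT; stop/detect w/ 200 uM XO + 300 uM Fe(II) in 50 mM H2SO4, 30 min; A573/A405. Buffer 25 mM Hepes pH 7.5, 0.01% Triton X-100. No-enzyme wells as negative control.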
4MU fluor: 4-MU region autofluorescence | compound autofluorescence, 340/450 nm, 4-MU equivalents; stronger effect = higher value | AID 589 | 11% of 59,000 active | max dye-equivalent concentration, M; in the data active means max dye-equivalent concentration above about 10 nM; inconclusive means mostly about 1.1 nM to 9.6 nM
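Compounds in 100 mM Tris, pH 8.0, sat 15 min at room temperature before fluorescence was read at 340 nm excitation/450 nm emission; a per-plate six-point 4-MU standard curve converted signals to dye-equivalent concentration at each compound concentration.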
* hit, by the source's call; i = inactive; ? = inconclusive; / = not tested or not shown; [ ] = another dose, or the depositor's remark. Unless noted, the call rests on the fitted dose curve; in most records, active means well fitted curve in the direction sought with a large enough effect; inconclusive means small, poorly fitted or top-dose-only effect, or another doubt; inactive means no such curve, though single readings can be large; an effect the other way counts as inactive or inconclusive.

compound	TexasRed autofl	HADH2 inh	Rhodamine fluor	HBB splice mod	UbGFP stabilizer	Fluorescein fluor	Pol III holo inh	Epigenetic mod	Hsp90 Hop PPI	ALOX15 inhib	4MU fluor
CCOC(=O)Nc1sc2c(c1C(=O)OCC)CCC2	?	-20%	i	/	1%	i	-1%	-4%	10%	-5%	i
COc1cccc(NC(=O)COc2ccccc2C(N)=O)c1	?	2%	i	0.5%	3%	i	-1%	4%	1%	7%	i
COc1cccc(C(=O)/C=C/Nc2cc(C)ccc2O)c1	i	-8%	i	-0.5%	3%	?	2%	-3%	-10%	?	i
N#Cc1cn(-c2ccccc2)nc1-c1ccccc1	?	10%	i	-0.7%	3%	?	-7%	0%	8%	7%	i
O=C(O)CCCC(=O)Nc1nc(-c2ccccc2)cs1	i	-2%	i	-4.8%	1%	?	-7%	1%	-1%	-8%	i
Cc1onc(-c2ccccc2Cl)c1C(=O)Nc1cccc2nsnc12	i	-26%	i	0.0%[57.5 µM]	-4%	?	-5%	2%	22%	-13%	3.7e-07M*
O=C(NCCc1ccc(Cl)cc1)C1CCC(=O)N1C1CCCC1 (stereo unspecified)	?	5%	i	-0.5%	-11%	i	4%	4%	-4%	0%	i
CCOC(=O)N1CCC(NC(=O)CC(NS(=O)(=O)c2ccc(C)cc2)c2ccco2)CC1 (stereo unspecified)	i	5%	i	-1.0%	-3%	i	-5%	-1%	-3%	2%	i
CC(=O)NC1C(=O)Nc2c1cccc2C(F)(F)F (stereo unspecified)	i	13%	i	-0.5%	-6%	?	-4%	0%	3%	-7%	i
O=c1ccc2cc(S(=O)(=O)N3CCN(c4ccccc4)CC3)ccc2o1	i	8%	i	-2.3%	-3%	i	6%	2%	-3%	3%	i
Cc1ccc(Cn2c(CN3CCN(C(=O)c4ccco4)CC3)nc3c2c(=O)n(C)c(=O)n3C)cc1	i	6%	i	-1.2%	0%	?	-23%	4%	-16%	-26%	i
O=C(CCCN1C(=O)c2ccccc2C1=O)NCc1cccnc1	i	11%	i	-1.0%	3%	?	0%	0%	3%	3%	i
C=CCn1c(Br)nc2c1c(=O)n(C)c(=O)n2C	i	-4%	i	/	1%	i	-3%	-2%	2%	10%	i
COC(=O)c1ccccc1NC(=O)c1cc(-c2cccc(OC)c2)on1	?	5%	i	-0.3%	?	i	2%	4%	4%	-6%	i
N#Cc1c(C(F)(F)F)cc(-c2ccco2)nc1SCc1ccncc1	i	25µM*	i	22%[57.5 µM]	-8%	i	-11%	18%	-11%	?	6.9e-07M*
O=C(NCc1ccco1)c1ccc(NC(=O)C2COc3ccccc3O2)cc1 (stereo unspecified)	i	1%	i	-2.1%	5%	i	0%	8%	-7%	-5%	i
COc1cc2oc(-c3ccccc3)cc(=O)c2cc1OC	i	-17%	i	/	-1%	i	-3%	-5%[9.22 µM]	-11%	12%[25.6 µM]	1.2e-08M*
CCOC(=O)c1c(C)oc2cc(Br)c(OC(=O)N3CCOCC3)cc12	/	8%	/	0.8%	-3%	/	0%	-6%	5%	-4%	/
CN(C)C=C1C(=O)c2ccccc2C1=O	i	/	i	/	/	i	/	5%[20.6 µM]	/	/	i
CCOC(=O)C(OC(=O)c1sc(=S)n(C)c1C)C(C)=O (stereo unspecified)	i	/	i	/	/	i	/	0%[20.6 µM]	/	/	i
CC1(C)OC(=O)N(c2cccnc2)C1(C)O (stereo unspecified)	i	-6%	i	4.7%	4%	i	-8%	0%	-2%	3%	i
O=C(c1ccco1)N1CCN(C(=O)c2ccc(COc3ccc(F)cc3)o2)CC1	i	3%	i	-0.1%	13%	i	-2%	2%	-15%	-11%	i
O=C(NCc1ccco1)C1CCN(c2nnc(-n3cccc3)s2)CC1	/	3%	/	-0.9%	15%	/	-4%	6%	-1%	-5%	/
Cc1cccc(N2CCN(c3cccc(C)c3)C2c2cccnc2)c1	/	1%	/	0.2%[9.22 µM]	-20%	/	3%	0%	-8%	10%	/
C=CCSC1=NC(N)=C(C#N)C2(CCCCC2)C1C(N)=O (stereo unspecified)	/	3%	/	0.4%	-11%	/	1%	5%	-1%	10%	/
Cc1ccc(-c2nc(CS(=O)CC(=O)NCc3ccccn3)c(C)o2)cc1 (stereo unspecified)	/	-21%	/	-0.6%	13%	/	-8%	/	-4%[2.3 µM]	0%	/
C=CCc1ccc(OCCCCCN2CCOCC2)c(OC)c1	?	0%	i	-0.3%	1%	i	13%	6%	-3%	-5%	i
Cc1ccc(S(=O)(=O)NCC(=O)OCC(=O)N2CCc3ccccc32)cc1	i	11%	i	-0.2%	5%	i	-2%	1%	-3%	15%	i
CCCN(CCC)CCNC(=O)Cn1cnc2sc(C)c(S(=O)(=O)N3CCOCC3)c2c1=O	?	7%	i	3.0%	10%	?	-1%	-3%	-2%	4%	i
c1coc(CNc2nc(-c3ccncc3)cs2)c1	i	-3%	i	1.4%	-2%	i	-2%	1%	0%	-12%	i

(list continues)
compound	TexasRed autofl	HADH2 inh	Rhodamine fluor	HBB splice mod	UbGFP stabilizer	Fluorescein fluor	Pol III holo inh	Epigenetic mod	Hsp90 Hop PPI	ALOX15 inhib	4MU fluor
CC1(c2ccc(Cl)cc2)NC(=O)N(CC(=O)NC(=O)NCc2ccco2)C1=O (stereo unspecified)	?	8%	i	0.1%	6%	?	-5%	-2%	-13%	-1%	i
CCOc1ccc(-c2n[nH]c(C)c2-c2ccccc2OC)c(O)c1	i	12%	i	9.3%[0.369 µM]	-1%	i	-3%	3%	-12%	?	i
COc1ccc(OC)c2c(C)cc(N3CCCN(C)CC3)nc12	/	25µM*	/	2.2%	-7%	/	-9%	-2%	-7%	-21%	/
COc1cccc(/C(O)=C2/C(=O)C(=O)N(CCCN(C)C)C2c2cccc(Cl)c2)c1 (stereo unspecified)	i	/	i	/	/	i	/	8%[20.6 µM]	/	/	i
COc1ccc(C2C(C#N)=C(SC)NC3=C2C(=O)CC(C)(C)C3)cc1 (stereo unspecified)	i	/	i	/	/	?	/	-6%[20.6 µM]	/	/	1.6e-08M*
CCOC(=O)c1nnn(CC(=O)Nc2cc(Cl)ccc2C)c1C(=O)OCC	i	11%	i	-1.9%	9%	i	-4%	-1%	3%	-5%	i
CCC(=O)c1cc(F)c(N2CCN(S(=O)(=O)c3ccc(C)cc3)CC2)cc1C	/	5%[11.4 µM]	/	-0.5%[0.0738 µM]	-6%[9.17 µM]	/	2%[11.4 µM]	0%	11%[11 µM]	-10%[11.4 µM]	/
CCCCCCn1c(CN2CCN(Cc3ccccc3)CC2)nc2c1c(=O)n(C)c(=O)n2C	?	-15%	i	1.2%[0.369 µM]	2%	?	-6%	2%	-7%	-4%	i
Cc1nnc(NC(=O)Nc2cccc(Cl)c2)s1	?	-3%	i	/	4%	i	-9%	-3%	-4%	1%	i
Cc1cc(C)cc(N(C(=O)c2ccc3c(c2)OCO3)C2C=CS(=O)(=O)C2)c1 (stereo unspecified)	i	13%	i	-0.6%	2%	i	-5%	0%	-2%	1%	i
CC(C)CO[C@H](c1ccc2c(c1)OCO2)[C@H](C)Br	i	5%[11.4 µM]	i	-0.4%[9.22 µM]	5%[9.17 µM]	?	-12%[11.4 µM]	17%[9.22 µM]	3%[11 µM]	0%[11.4 µM]	i
COC(=O)CSc1nnc(CCc2nc3ccccc3[nH]2)n1C	i	5%	i	0.0%[57.5 µM]	6%	i	-3%	1%	-1%	?	i
Cc1ccc(N2CCN(C(=O)C3CCN(S(=O)(=O)c4cccc5nsnc45)CC3)CC2C)cc1 (stereo unspecified)	i	-7%	i	-3.0%	-1%	i	-1%	-1%	-3%	-5%	i
c1ccc(NCCSc2nc3ccccc3s2)cc1	i	-3%[11.4 µM]	i	-2.7%[9.22 µM]	1%[9.17 µM]	i	-10%[11.4 µM]	-2%[9.22 µM]	11%[11 µM]	16%[11.4 µM]	i
O=C(Nc1ccc2c(c1)OCO2)C1CCN(S(=O)(=O)c2ccc3c(c2)OCCO3)CC1	i	23%	i	/	0%	i	-3%	1%	-5%	-3%	i
O=C(Cn1cnc2c(nnn2Cc2ccc(F)cc2)c1=O)OCc1ccccc1	i	5%	i	-0.8%	-2%	i	-4%	0%	4%	-8%	i

Profiles, looked up by structure. Values in the order: TexasRed autofl	HADH2 inh	Rhodamine fluor	HBB splice mod	UbGFP stabilizer	Fluorescein fluor	Pol III holo inh	Epigenetic mod	Hsp90 Hop PPI	ALOX15 inhib	4MU fluor
Shown for CCOC(=O)c1c(C)oc2cc(Br)c(OC(=O)N3CCOCC3)cc12 = /	8%	/	0.8%	-3%	/	0%	-6%	5%	-4%	/
Shown for C=CCSC1=NC(N)=C(C#N)C2(CCCCC2)C1C(N)=O (stereo unspecified) = /	3%	/	0.4%	-11%	/	1%	5%	-1%	10%	/

Not all compounds are listed; the hit share may differ from the screen's.
